# Screens deposited in PubChem BioAssay by several laboratories.
# Neddyl block: cullin neddylation inhibition; TR-FRET cullin neddylation, biochemical; calls only at 25 µM; AID 651699; 0.58% of 360,000 active; P61081+Q13564; in the data active = inhibition above about 36%
# FAS TE block: FAS thioesterase (human) inhibition | recombinant FAS-TE, OMFH fluorogenic substrate, fluorescence endpoint | inhibition, % at 15 µM | 0.67% of 360,000 active | AID 602261;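 active = compounds whose normalised, plate-corrected inhibition of enzyme fluorescence in the single-dose primary screen is 50% or more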;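 note: 0% = DMSO with enzyme and 100% = substrate without enzyme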
# MsrA inhibitor: inhibitors of bovine MsrA; purified bovine MsrA, absorbance read-out; inhibition, % at 15.5 µM; 0.75% of 360,000 active; AID 651718; in the data active = inhibition above about 4.5%;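 note: 0% = vehicle wells with enzyme and 100% = reference inhibitor wells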
# Rin1 Abl inh: inhibitors of human Rin1-Abl protein interaction | P00519+Q13671 | TR-FRET Rin1/Abl binding, biochemical | inhibition, % at 7.35 µM | 0.4% of 360,000 active; in the data active = inhibition above about 5%, passing the limit was not always enough
# E coli Lon inh: inhibitors of E. coli Lon protease | AID 602123 | 0.42% of 360,000 active | P0A9M0 | purified E. coli Lon protease, fluorescence polarization | inhibition, % at 7.94 µM; in the data active = inhibition above about 13%, passing the limit was not always enough;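 note: 0% = enzyme with probe and DMSO and 100% = no enzyme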
# CSN deneddyl inh: CSN deneddylation inhibition; Q92905; Purified CSN, SCF-Nedd8-OG deneddylation, fluorescence polarization; 0.38% of 360,000 active; inhibition, % at 12.5 µM;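 active = pattern-corrected inhibition above about 35%, with an unprinted fluorescence ratio check between 0.5 and 1.5, limit read from the data, passing the limit was not always enough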;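 note: 0% = enzyme with substrate and 100% = substrate without enzyme; some results filed as inactive read as strong as hits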
#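 Assay system: Purified human Csn5 enzyme expressed in HEK293T cells | Amount: Enzyme 0.24 nM | Measured by: Fluorescence polarization readout | Medium: Tris/NaCl/DTT buffer, pH 7.5 | Compound dosing: One concentration, 12.5 µM, 0.25% DMSO | Times: 90 min incubation of compound, enzyme and substrate at room temperature | Control set: no-enzyme wells high, enzyme-with-substrate wells low | Read-out: % inhibition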
# bovine MsrA act: activates bovine MsrA enzyme | purified bovine MsrA, absorbance read-out | activation, % at 10.6 µM | 0.3% of 360,000 active | AID 602163; in the data active = activation above about 7.5%;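 note: 0% = vehicle and 100% = reference activator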
# MLLE-PAM2 inh: blocks PAM2 peptide binding to the PABP1 MLLE domain | P11940 | GST-MLLE / FITC-PAM2 fluorescence polarization | inhibition, % at 20 µM | 0.36% of 360,000 active | AID 588489; in the data active = inhibition above about 35%, passing the limit was not always enough;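 note: plate controls were DMSO wells with GST-MLLE for no effect and wells lacking GST-MLLE protein for full effect; some results filed as inactive read as strong as hits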
# Tb MetRS inh: Trypanosoma brucei MetRS inhibition. purified T. brucei MetRS, ATP depletion, Kinase-Glo luminescence. inhibition, % at 11.9 µM. 0.4% of 360,000 active. AID 624268;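 active = inhibition above a per-plate cutoff of the control wells' mean inhibition plus 3 SD, cut at about 5.5% in these data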;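 note: 0% = DMSO wells median and 100% = median of wells with control inhibitor compound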
#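 assay system = parasite MetRS enzyme | timing = 15 min preincubation, 2 h reaction, all 25 °C | evaluation = percent inhibition relative to median high and low control wells | medium = HEPES buffer containing pyrophosphatase, BSA, spermine, DTT | compound = single dose, 11.9 µM final nominal, 0.9% final DMSO | detection = Kinase-Glo luminescence, ATP depletion format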
# * marks the source's active call; other numbers are inactive results; i = inactive; nt = no result given.
canonical_smiles	Neddyl block	FAS TE block	MsrA inhibitor	Rin1 Abl inh	E coli Lon inh	CSN deneddyl inh	bovine MsrA act	MLLE-PAM2 inh	Tb MetRS inh
Cc1ccc(S(=O)(=O)CC(=O)Nc2nnc(C)s2)cc1	i	-5	-0.9	-3	-9	-1	-4	-1	-0.1
CCCCn1c(N)c(N(CC(C)C)C(=O)c2ccc(Br)s2)c(=O)[nH]c1=O	i	0	-0.5	0	-4	0	8	-1	0.1
CCCOc1ccc(/C=N/NC(=O)CSCc2ccc([N+](=O)[O-])cc2)cc1OCC	i	12	1.1	4	-2	-8	-1	8	1.1
CC(=O)N1CCN(S(=O)(=O)c2ccc3c(c2)CCC(=O)N3)CC1	i	-10	0.6	-1	1	-3	-3	7	0.5
O=S(=O)(/C=C/c1ccccc1)Oc1ccccc1	i	14	-0.5	2	-10	-1	-2	-3	0.6
Cc1[nH]c2ccccc2c1C(=O)CSc1ncn[nH]1	i	-16	-0.1	0	-5	-2	-8	8	-0.5
O=C1NC[C@H](CCCCN2C[C@H](Cc3ccc(O)cc3)N(CCc3ccccc3)C(=O)C2=O)N(CCc2ccccc2)C1=O	i	-5	-0.1	nt	-4	0	-2	nt	-0.5
CC12CCC(=O)N1C(C(=O)Nc1nc(-c3ccc(F)cc3)cs1)CS2 (stereo not drawn)	i	-7	0.4	0	-2	-7	-7	7	-0.3
CC(C)c1ccccc1OCCCN1CCCC1	i	-9	0.8	2	0	-5	-3	-3	-0.5
CCc1nc2c(OCC(=O)c3ccc(Cl)cc3Cl)cccn2c1N(C)C(=O)COc1ccccc1	i	13	-0.2	2	-6	2	-2	-22	0.1
Clc1ccccc1-c1nnc2sc(C3COc4ccccc4O3)nn12 (stereo not drawn)	i	10	0.3	1	3	-2	-12	-46	-1.8
Clc1ccc2nc(-c3ccccc3)nc(C(Cl)Cl)c2c1	i	4	-0.8	0	-6	9	-1	3	-0.4
Cc1csc(SC(C)C(=O)NCC2CCCO2)n1 (stereo not drawn)	i	-8	-0.5	-2	-1	0	-2	28	-0.6
Oc1c(C(Nc2ccccn2)c2ccccn2)ccc2cccnc12 (stereo not drawn)	i	0	0.7	8	-12	3	-8	-9	-0.6
CC(Oc1ccccc1Cl)C(=O)Nc1ccc(S(=O)(=O)Nc2nccs2)cc1 (stereo not drawn)	i	-4	-0.3	1	-16	-5	-6	4	-0.2
COc1ccc2[nH]c(=O)c(CN(Cc3cccnc3)Cc3nnnn3CC3CCCO3)cc2c1 (stereo not drawn)	i	-4	2.8	0	-6	-5	-5	-1	-0.4
Cc1nc2ncnn2c(C)c1Cc1cccc(F)c1	i	0	0.3	1	-12	-1	-1	-1	-0.2
Cc1[nH]c2ccccc2c1C(=O)C(=O)N1CCCc2ccccc21	i	-6	2.9	-3	-2	2	-5	-6	2.5
COc1ccc(Cc2c(-c3ccc(C)cc3)nc3cc(C)c(Br)c(C)n23)c(C)c1	i	20	0.0	3	-2	-3	-2	-10	0.0
CC(=O)OCC(=O)C1(O)CCC2C3CCC4=CC(=O)CCC4(C)C3(Cl)C(O)CC21C (stereo not drawn)	i	-7	0.3	-1	-8	3	-2	-1	0.2
COc1cc(/C=N/NC(=O)C(=O)N2CCCC2)ccc1O	i	-6	3.3	-3	3	4	-3	-3	0.4
COc1ccc(/C(N)=N/OC(=O)c2ccc(C)c([N+](=O)[O-])c2)cc1OC	i	2	-0.2	-1	3	0	0	-6	0.1
COC(=O)[C@H](CC(C)C)N(Cc1ccccc1)S(=O)(=O)N(Cc1ccc(OC)cc1)[C@@H](CC(C)C)C(=O)OC	i	28	2.9	2	-4	4	-3	-6	-0.2
Cc1cc(C)n(C(=O)CCCCCCCCC(=O)n2nc(C)cc2C)n1	i	18	1.1	1	-7	2	-4	9	-0.6
O=C(O)c1cc(S(=O)(=O)NCCN2CCNC2=O)ccc1O	i	-7	0.9	-1	-10	-1	-6	-4	-0.5
O=C(CCCOc1ccc(Cl)cc1Cl)N/N=C/c1ccco1	i	6	0.4	0	8	2	-2	-1	17*
CC(C)(C)C1=NN(C(=O)c2ccccc2)C(O)(C(C)(C)C)C1 (stereo not drawn)	i	0	-0.1	-4	6	-3	-1	1	0.1
Cc1nc2c(OCc3ccc(Cl)cc3)cccn2c1N(C)Cc1cccs1	i	28	-0.5	2	-14	-1	1	11	0.0
COc1ccc(CCNC(=O)c2ccc(OC)c(OC)c2)cc1OC	i	-3	0.4	-4	-8	-3	0	-4	0.3
CCn1c(SCC(=O)Nc2ccc(OC)cc2)nc2nc3c(cc2c1=O)COC(C)(C)C3	i	0	0.2	2	-3	34	-3	5	-1.0
CCCCCCC(=O)Nc1ccc(Cl)cn1	i	0	-1.0	2	-6	0	-11	-1	-1.6
Cc1ccc2cc3cc(C(=O)NCc4ccc5c(c4)OCO5)oc3nc2c1	i	0	0.1	1	2	5	0	-12	-1.0
Cc1ccc(C(=O)C2CCN(CC(=O)Nc3ccc(N(C)C)cc3)CC2)cc1	i	1	0.6	-2	0	-3	0	4	0.2
CCOc1ccc(/C=C(\C#N)C(=O)c2c(C)[nH]c3ccccc23)cc1OC	i	-4	-0.2	-2	-6	0	-2	-7	0.9
CC(C)CC(=O)Nc1ccc(C(=O)NN2C(=O)c3ccccc3C2=O)cc1	i	-8	0.9	-4	-7	-5	-5	4	-0.8
Cc1ccc2cc(CN(CC(C)C)S(=O)(=O)c3cccc4nonc34)c(=O)[nH]c2c1	i	5	0.3	4	-5	-2	-1	-18	0.4
CCc1nc2c(OCc3ccccc3)cccn2c1N(C)C(=O)c1ccc2c(c1)OCO2	i	1	-0.7	-1	9	2	-6	1	-0.5
COc1ccc(C2CC(c3cccs3)=Nc3ccccc3S2)cc1 (stereo not drawn)	i	32	2.8	0	2	4	10*	51*	-0.7
O=C(NCC1CCCO1)c1cccc(Oc2ccccc2)c1 (stereo not drawn)	i	4	0.1	1	1	1	-3	-5	0.3
O=C1N(c2ccccc2)C[C@@H]2C[C@@H](c3cccc4c3OCO4)N3CCC[C@@]123	i	10	-0.9	4	3	4	-2	7	0.4
Cc1c(Cc2ccccc2)c(=O)oc2c(C)c(OCC(=O)NCc3ccccn3)ccc12	i	-7	-0.3	2	-5	2	-9	1	-0.6
Nc1cc(S(=O)(=O)C(F)(F)F)ccc1C(=O)O	i	-8	0.5	-1	-6	4	-8	11	-0.9
CC(=O)N(NC(=O)c1ccccc1Cl)C1CC(=O)N(c2ccc(C)cc2)C1=O (stereo not drawn)	i	-11	-0.3	-1	5	-6	-9	-4	0.2
CCOC(=O)CNC(=O)Nc1cc(C(C)(C)C)nn1-c1ccccc1	i	-6	-0.2	0	-17	-6	-2	13	-0.8
CCOC(=O)N1CCC(Nc2nc3ccccc3n3cnnc23)CC1	i	-3	0.3	-3	-3	7	-3	-1	0.3
CCN(C[C@H]1N[C@@](Cc2ccccc2)(C(=O)OC)[C@H]2C(=O)N(C)C(=O)[C@@H]12)C(=O)NC(C)C	i	-9	-1.0	-2	2	-2	-2	6	-0.2
CCNC(=O)CC1C(=O)N(c2cccc(C)c2)C(=O)N1CCC(C)C (stereo not drawn)	i	-5	0.8	0	4	-2	-3	-11	-0.8
O=C1CS/C(=C\S(=O)(=O)c2ccc(Cl)cc2)N1	i	-6	1.0	-6	3	-5	-3	21	-0.3
O=c1c2ccccc2sn1-c1cc(S(=O)(=O)N2CCOCC2)ccc1N1CCCC1	i	-8	1.2	-6	7	4	5	27	0.4
Nc1nc(-c2ccccc2)cn1/N=C/c1ccccc1	i	-2	0.0	-1	-1	0	-3	10	0.8
Cc1cc(C(=O)OCC(=O)c2cccc([N+](=O)[O-])c2)c2ccccc2n1	i	1	1.4	-3	-2	-20	-4	16	-0.4
CC1(C)SC2c3ccccc3C(=O)N2[C@@H]1C(=O)NC1CC1 (stereo partly drawn)	i	-9	-0.5	-1	-10	1	1	16	0.0
Cc1ccccc1OCC(=O)NNC=O	i	-5	0.3	5	2	-1	-2	-19	-0.3
COCCNS(=O)(=O)c1cc(F)ccc1OC	i	-6	0.2	-2	0	-3	-2	4	0.2
O=C(Cn1c(C(F)(F)F)nc2ccccc21)OCC(=O)c1c[nH]c2ccccc12	i	-8	0.8	-4	-7	-6	-4	-10	1.7
CCc1ccc(OCC(=O)NC(=S)Nc2ccc(S(=O)(=O)NC3CCCCC3)cc2)cc1	i	20	-0.1	-2	-6	-4	-11	30	-1.0

# 2 compounds drawn at random from those above:
canonical_smiles	Neddyl block	FAS TE block	MsrA inhibitor	Rin1 Abl inh	E coli Lon inh	CSN deneddyl inh	bovine MsrA act	MLLE-PAM2 inh	Tb MetRS inh
CCc1ccc(OCC(=O)NC(=S)Nc2ccc(S(=O)(=O)NC3CCCCC3)cc2)cc1	i	20	-0.1	-2	-6	-4	-11	30	-1.0
Cc1ccccc1OCC(=O)NNC=O	i	-5	0.3	5	2	-1	-2	-19	-0.3

# More structures
canonical_smiles	Neddyl block	FAS TE block	MsrA inhibitor	Rin1 Abl inh	E coli Lon inh	CSN deneddyl inh	bovine MsrA act	MLLE-PAM2 inh	Tb MetRS inh
CC#CCN1c2ccccc2[C@]23C[C@@H](C(=O)OC)N(C(=O)NCCBr)C2=NC(C(=O)OC)=C(C(=O)OC)[C@H]13	i	64*	-0.7	1	1	-2	-1	-12	-0.1
Cc1cc(C)c(S(=O)(=O)N2CCN(C3CC(=O)N(c4ccccc4Cl)C3=O)CC2)c(C)c1 (stereo not drawn)	i	22	-0.8	1	-1	-1	-1	5	-0.4
O=C(Cn1cnc2c(nnn2-c2cccc(Cl)c2)c1=O)N1CCOCC1	i	-8	0.1	-2	-6	-1	-3	9	-0.9
Cc1ccc(O)c(NC(=O)C2=CC(c3cccs3)=NS(=O)(=O)N2C)c1	i	-14	4.0	-3	5	-1	-1	13	-0.1
COc1cc(C)nc(Oc2ccc(=O)[nH]n2)n1	i	-5	0.4	0	-15	-1	-11	6	-1.2
COC(=O)C(NC(C)=O)(Nc1ccccn1)C(F)(F)F (stereo not drawn)	i	-8	0.0	-2	3	-10	-4	-2	-0.6
COC(=O)c1cccc(NC(=O)C2CCCN2C(=O)c2cccs2)c1 (stereo not drawn)	i	-6	0.0	1	-7	-1	-5	5	-0.2
O=C(CSc1nnc(-c2ccccc2)n1-c1ccccc1)c1cccs1	i	3	-0.1	-1	4	8	2	-33	0.2
Cc1ccccc1NC(=O)CCOc1ccccc1	i	0	0.5	-2	-2	-2	-3	5	-0.2
Cc1ccc(C(=O)NCC(=O)N2CCN(c3cccc(Cl)c3)CC2)s1	i	-9	0.2	1	3	2	-9	1	-0.5
O=c1ccn(-c2cccc(C(F)(F)F)c2)nc1-c1ccn(-c2ccccc2F)n1	i	8	0.2	0	4	5	0	-12	-0.4
CCCCOC(=O)Sc1nc2ccccc2o1	i	-9	1.6	3	-1	-4	-1	-59	-0.5
Cn1c(=O)c2sccc2n2c(CCCC(=O)NCCc3ccc(S(N)(=O)=O)cc3)nnc12	i	-3	0.6	3	-7	3	-4	-6	0.4
O=S(=O)(NCC(c1cccnc1)N1CCOCC1)c1ccccc1 (stereo not drawn)	i	-2	-1.7	0	-4	1	-7	10	-1.4
